ATG4B inh: ATG4B protease inhibitors, primary screen, biochemical, fluorescence, uHTS; ATG4B cleavage of LC3-PLA2, NBD-HPC fluorescence, 1 h; AID 504462, 2011; inhibition, % at 8.33 µM; 340,000 compounds, 0.51% hits; Cysteine protease ATG4B (Homo sapiens), Q9Y4P1; in the data active means inhibition above about 40%
Target sequence (Q9Y4P1 whole entry, looked up): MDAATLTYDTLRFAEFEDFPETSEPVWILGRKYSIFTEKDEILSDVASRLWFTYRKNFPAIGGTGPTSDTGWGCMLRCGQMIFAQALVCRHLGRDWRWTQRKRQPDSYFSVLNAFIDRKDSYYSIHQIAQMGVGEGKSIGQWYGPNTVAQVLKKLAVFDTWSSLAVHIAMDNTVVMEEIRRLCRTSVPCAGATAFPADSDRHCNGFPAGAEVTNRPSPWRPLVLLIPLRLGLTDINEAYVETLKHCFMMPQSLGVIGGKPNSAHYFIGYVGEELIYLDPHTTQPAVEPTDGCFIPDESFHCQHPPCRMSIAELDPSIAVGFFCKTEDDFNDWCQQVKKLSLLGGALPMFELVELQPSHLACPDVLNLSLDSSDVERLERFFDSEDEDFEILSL
APOBEC3A inh: APOBEC3A ssDNA deaminase inhibitors, primary screen, selectivity assay for APOBEC3G inhibitor project, biochemical, FAM/TAMRA oligo cleavage fluorescence. DNA dC->dU-editing enzyme APOBEC-3A (Homo sapiens), P31941. recombinant A3A, FAM/TAMRA ssDNA deamination fluorescence. inhibition, % at 20 µM. 330,000 compounds, 0.41% hits;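 active means at least 40% inhibition at 20 µM here, with at most 30% in a related deaminase screen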;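 further: plate controls were A3A with DMSO for no effect and wells lacking A3A enzyme for full effect; some results filed as inactive read as strong as hits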
Target sequence (P31941 whole entry, looked up): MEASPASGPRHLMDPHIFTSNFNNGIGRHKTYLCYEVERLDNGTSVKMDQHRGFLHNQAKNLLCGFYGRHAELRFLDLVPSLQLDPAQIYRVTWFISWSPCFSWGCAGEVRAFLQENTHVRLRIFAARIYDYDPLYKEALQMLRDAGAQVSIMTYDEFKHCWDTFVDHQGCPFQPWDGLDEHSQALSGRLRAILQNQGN
mIAP activ: activators of mouse IAP, primary screen, biochemical, luminescence, uHTS; 330,000 compounds, 0.24% hits; AID 2805, 2010; muIAP, CDP-Star luminescence, 30 min; active compounds read high; 1 = vehicle-only enzyme signal, 0 = enzyme-free wells; activation factor at 10 µM; intestinal alkaline phosphatase [Mus musculus];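 active means activation factor of at least 2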; further: the source names both 10 and 20 µM as test concentration; values of inactives mirror those of a sister screen read the other way
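also added = chemiluminescent substrate CDP-Star | test system = mouse IAP enzyme | signal = chemiluminescence readout | compound = DMSO-dissolved test compounds | incubation = 30 min at room temperature | benchmarks = DMSO wells, no-enzyme wells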
HKDC1 inh: HKDC1 hexokinase inhibitors, primary screen, biochemical, fluorescence, uHTS; Q2TB90; recombinant HKDC1, G6PDH/diaphorase resazurin coupled fluorescence; inhibition, % at 20 µM; 340,000 compounds, 0.16% hits; AID 493160, 2011;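 active means inhibition above about 35% when tested at 20 µM, limit read from the data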;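 further: plate controls were DMSO wells with enzyme for no effect and DMSO wells lacking enzyme for full effect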
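Assay system – recombinant HKDC1 (HK5) hexokinase enzyme, produced in-house · Input – HKDC1 at 5 µg/mL · Reagent – glucose plus 1 mM ATP as hexokinase substrates · Timing – 90 min reaction incubation at room temperature, dark · Measured by – G6PDH/diaphorase-coupled fluorescence, 1 mM NADP, 100 µM resazurin, 525/613 nm · Benchmarks – DMSO-enzyme wells negative, buffer-substituted wells positive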
PfGluPho inh: PfG6PD enzyme inhibitors, primary screen, biochemical, fluorescence intensity, uHTS; PfGluPho enzyme, NADPH resazurin-diaphorase fluorescence; 350,000 compounds, 0.78% hits; glucose-6-phosphate dehydrogenase-6-phosphogluconolactonase (Plasmodium falciparum 3D7); inhibition, % at 20 µM;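 active means inhibition reaching at least a set limit at 20 µM in the primary screen, cut at about 59% in these data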;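 further: 0% = DMSO wells with substrate and 100% = DMSO wells lacking glucose-6-phosphate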
hIAP activ: human IAP activators, primary screen, biochemical, luminescence, uHTS. Intestinal-type alkaline phosphatase (Homo sapiens), P09923. purified human IAP, CDP-Star luminescence, 30 min; active compounds read high; 1 = vehicle-only enzyme, 0 = enzyme-free background. activation factor at 10 µM. 330,000 compounds, 0.16% hits. AID 2524, 2010;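 active means activation factor of the enzyme at least 2-fold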; further: the source names both 10 and 20 µM as test concentration; values of inactives mirror those of a sister screen read the other way
mIAP inh: inhibitors of mouse IAP, primary screen, biochemical, luminescence, uHTS. purified mouse IAP, CDP-Star luminescence, 30 min. inhibition, % at 10 µM. 330,000 compounds, 0.2% hits. AID 2806, 2010;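 active means inhibition of at least 40% at 10 µM in the primary screen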;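 further: plate controls were DMSO with enzyme for no effect and no enzyme wells for full effect; values of inactives mirror those of a sister screen read the other way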
hIAP block: human IAP inhibitors, primary screen, biochemical, luminescence, uHTS; AID 2544, 2010; 330,000 compounds, 0.12% hits; inhibition, % at 10 µM; purified IAP, CDP-Star luminescence, 30 min;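 active means inhibition reaching a set limit with compound at 10 µM in the primary screen, cut at about 35% in these data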;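 further: plate controls were DMSO wells with enzyme for no effect and no-enzyme buffer wells for full effect; values of inactives mirror those of a sister screen read the other way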
Numbers without * were called inactive; & = joins results of further samples.

structure | ATG4B inh | APOBEC3A inh | mIAP activ | HKDC1 inh | PfGluPho inh | hIAP activ | mIAP inh | hIAP block
Cc1ccc2cc(CCNS(=O)(=O)c3ccc(F)cc3)c(=O)[nH]c2c1 | -3 | -2 | 1.2 | 9 | 6 | 1.1 | -16 | -12
Cn1nc(-c2ccccc2)c(CO)c1Oc1cccc(C(F)(F)F)c1 | 13 | -6 | 0.93 | -8 | -3 | 0.95 | 7 | 5
Oc1cccc(C2c3[nH]c4ccccc4c3CCN2Cc2ccoc2)c1 (stereo not given) | 1 | 5 | 1 | -10 | 10 | 1 | 0 | -2
COc1ccc2oc(-c3ccccc3)c(C(=O)N(C)C)c2c1 | 0 | -6 | 1 | 7 | -4 | 1.1 | -2 | -9
Fc1ccc(NC(=S)N2CCCC2)cc1Cl | 31 | -4 | 1.1 | -10 | -6 | 1.2 | -9 | -24
COC(=O)C1=C(C)NC(C)=C(C(=O)OC)C1C(=O)OCCN1C(=O)c2ccccc2C1=O | 3&3 | -3 | 1 | -2&-5 | -2&-7 | 1 | -3 | -3
Cc1ccccc1NC(=O)C(C)c1ccc(-c2ccccc2)c(F)c1 (stereo not given) | 4 | -3 | 1.3 | -6 | 0 | 1 | -33 | -3
COC(=O)c1ccccc1NC(=O)CSCC(=O)Nc1ccccc1 | -2 | -3 | 1 | 2 | -2 | 1.1 | -4 | -6
CCOC(=O)C1=C(N)N2C(=O)C(C)SC2=C(C(=O)OCC)C1c1ccccc1 (stereo not given) | -6 | 3 | 0.94 | 7 | -14 | 0.81 | 6 | 19
Fc1ccc(NC(=S)NNc2ncc(C(F)(F)F)cc2Cl)c(F)c1 | 2 | -4 | 0.87 | 1 | -10 | 1.8 | 13 | -79
Cc1nn2c(=O)cc(COC(=O)c3ccc(NC(=O)C(C)(C)C)cc3)nc2s1 | 15 | 2 | 0.91 | 8 | -4 | 1.1 | 9 | -7
C=CCN1C(=O)C(=O)N(CC(=O)c2ccc3c(c2)CCCC3)C1=O | -2 | -5 | 0.99 | -2 | -3 | 0.99 | 1 | 1
Cc1ccc(NC(=O)Cc2cc(C(=O)O)c3ccccc3n2)c(C)c1 | 19 | 0 | 0.7 | -5 | 0 | 1.1 | 30 | -6
O=C(NCC1CC1)[C@]1(C(F)(F)F)C[C@H](CCC2CCCCC2)CCCO1 | -7 | -5 | 0.96 | -1 | 10 | 1 | 4 | 0
CCOC(=O)C1CCCCN1Cc1cn[nH]c1-c1ccc(F)cc1F (stereo not given) | 3 | 2 | 1 | 9 | -13 | 1.2 | 0 | -24
COc1ccc(CCNC(=O)c2cc3c(=O)n4cccc(C)c4nc3n(CCCN3CCOCC3)c2=N)cc1 | 11 | 2 | 0.92 | 6 | -2 | 1 | 8 | -2
CCOC(=O)C1=C(O)/C(=C/c2ccc(OCC(=O)O)c(OCC)c2)SC1=Nc1ccc(C)cc1 | 5 | 3 | 0.91 | 11 | -8 | 1.1 | 9 | -11
O=C(O)Cc1sc(-c2ccc(Cl)cc2)nc1-c1ccccc1 | -9 | 0 | 0.93 | 0 | -8 | 0.83 | 7 | 17
COc1ccc(Cc2nn3c(-c4ccccc4OC)nnc3s2)cc1 | -6 | 4 | 0.95 | -1 | 24 | 0.78 | 5 | 22
C/C(=N\O)c1oc2ccc3c(C)cc(=O)oc3c2c1C | -2 | -4 | 1.1 | -2 | 8 | 1.1 | -10 | -8
O=C1OCC/C1=C\c1ccc(O)cc1 | -3 | -3 | 1 | -10 | 5 | 1 | 0 | -1
C=CCC(C)(NCc1ccccc1)c1ccccc1 (stereo not given) | 1 | -3 | 0.98 | -1 | 14 | 1.1 | 2 | -11
CCOC(=O)c1c(NC(=O)CSc2nnc3c(n2)[nH]c2ccc(F)cc23)sc(C(C)=O)c1C | 0 | 0 | 0.88 | -2 | -5 | 1.2 | 12 | -19
Cc1c(/C=C/C(=O)c2ccc(C(C)C)cc2)cnn1C | 6 | 0 | 1.1 | 0 | 68* | 1 | -5 | -2
Cc1cc(Oc2ccc(N)cn2)ccc1Cl | -10 | -1 | 1.1 | -2 | 11 | 0.97 | -6 | 3
CCc1ccc(NC(=O)Nc2c(C)n(C)n(-c3ccccc3)c2=O)cc1 | 4 | -2 | 0.95 | 15 | -8 | 1.3 | 5 | -26
Cc1nn(-c2ccccc2)c(Cl)c1/C=N/NC(=O)c1[nH]ncc1Br | -3 | -5 | 0.9 | 2 | -9 | 1.5 | 10 | -54
Nc1nc(Cl)cc(Nc2ccccc2Cl)n1 | 1 | -5 | 0.93 | 1 | -4 | 1.1 | 7 | -9
CCOc1ccccc1N1CCN(Cc2cccc(OC)c2O)CC1 | 12 | 4 | 0.94 | 14 | -2 | 1.1 | 6 | -6
Cc1ccc(C2OC3=C(C(=O)CC(C)(C)C3)C(N)=C2C#N)o1 (stereo not given) | -4 | 5 | 1 | -1 | 10 | 1.1 | 0 | -5

PfGluPho inh: entries above that show a hit.
structure | ATG4B inh | APOBEC3A inh | mIAP activ | HKDC1 inh | PfGluPho inh | hIAP activ | mIAP inh | hIAP block
Cc1c(/C=C/C(=O)c2ccc(C(C)C)cc2)cnn1C | 6 | 0 | 1.1 | 0 | 68* | 1 | -5 | -2

(more compounds)
structure | ATG4B inh | APOBEC3A inh | mIAP activ | HKDC1 inh | PfGluPho inh | hIAP activ | mIAP inh | hIAP block
CCn1c(=O)cc(SCC(=O)NCc2ccccn2)c2ccccc21 | 6 | 0 | 0.91 | -9 | 12 | 0.97 | 9 | 3
CCCNc1nc(Cl)nc(Nc2ccc(Cl)cc2)n1 | 1 | -3 | 1.1 | 4 | 3 | 0.81 | -7 | 20
Cc1ccc(C)c(C(=O)CCC(=O)NNC(=O)c2cccs2)c1 | 2 | 4 | 0.85 | -4 | -9 | 0.95 | 15 | 5
CCCCn1c2nc3ccccc3nc2c2c(=O)n(CCC)cnc21 | 10 | 0 | 0.96 | -6 | -1 | 0.89 | 4 | 11
NC(=O)c1ccsc1NC(=O)C1CCCCC1 | -2 | -4 | 0.93 | 0 | 6 | 0.98 | 7 | 2
CCOc1ccc(NC(=O)CCNc2c(N3CCCC3)c(=O)c2=O)cc1 | -3 | -3 | 1 | -7 | 6 | 1.1 | -3 | -14
Cc1cnn(C(=S)NCc2ccc(Cl)cc2)c1 | 0 | -2 | 0.99 | 4 | 9 | 0.98 | 1 | 2
CC(C)Oc1ccc(C(=O)Nc2ccc(Cl)c(S(=O)(=O)Nc3ccc(Cl)cc3)c2)cc1 | 5 | -5 | 0.8 | 14 | -3 | 1.2 | 20 | -18
CS(=O)(=O)Cc1nc2ccccc2oc1=O | 7 | -7 | 0.98 | 6 | -1 | 0.93 | 2 | 7
CC(C)Oc1ccc(NC(N)=O)cc1 | -7 | -4 | 1.1 | 5 | 1 | 1 | -14 | -2
CCOC(=O)c1cnc(SCC(=O)Nc2ccc(N3CCOCC3)c(Cl)c2)nc1N | -7 | 2 | 0.99 | -3 | 5 | 1 | 1 | -2
CCC(c1nnnn1Cc1cccs1)N1CCN(C2CCCC2)CC1 (stereo not given) | 6 | 3 | 1 | 4 | -16 | 0.91 | 0 | 9
C=CCn1c(-c2ccc3[nH]c(C)c(C)c3c2)n[nH]c1=S | 1 | -2 | 1.2 | -7 | 46 | 1.1 | -17 | -5
Cc1noc2ncnc(Oc3ccccc3Cl)c12 | -7 | 2 | 1 | -3 | -10 | 0.89 | -4 | 11
CCC(=O)NC(=S)NNC(=O)COc1ccc(Br)cc1 | -16 | -4 | 0.88 | -12 | -3 | 1.1 | 12 | -6
Cc1ccc(CNC(=O)C2CC(=O)N(C3CCCCCCC3)C2)cc1 (stereo not given) | 2 | 3 | 1.1 | 1 | -14 | 1.3 | -10 | -31
Cc1c(C(=O)N2CCCCC2)c(S(=O)(=O)Nc2ccc(F)cc2F)c(C)n1C | 5 | -2 | 0.97 | -4 | -5 | 0.89 | 3 | 11
CCOC(=O)Cn1c(-c2cccnc2Cl)nc2ccccc21 | 4 | 0 | 0.91 | -6 | -11 | 0.8 | 9 | 20
CC(C)Nc1nnc(Sc2ccc(Cl)cc2[N+](=O)[O-])s1 | 5 | -2 | 0.82 | 16 | -25 | 0.83 | 18 | 17
O=C(CCNS(=O)(=O)c1ccc(Cl)cc1)N1CCCCCC1 | -8 | -5 | 1 | -6 | 10 | 1.2 | -3 | -18
Cc1ccc2cccc(OC(=O)c3ccc4c(c3)OCCO4)c2n1 | -3 | -4 | 0.96 | 9 | 13 | 1.2 | 4 | -16
CCn1c(SCC(=O)Nc2ncc(C(F)(F)F)cc2Cl)nnc1-c1ccccc1 | -6 | -5 | 0.99 | -7 | 3 | 1.1 | 0 | -10
COc1cc(S(=O)(=O)N2CCOCC2)c(OC)c(S(=O)(=O)N2CCOCC2)c1 | 1 | -5 | 1 | 10 | -8 | 1 | -5 | -3
COC(=O)/C(C#N)=C/N(C)C | 3 | 1 | 0.94 | 3 | -1 | 0.92 | 6 | 8
COc1ccc(S(=O)(=O)N2CCC3(CC2)OCCN3S(=O)(=O)c2cccs2)cc1OC | 3 | 2 | 0.94 | -6 | -9 | 0.96 | 6 | 4
CCOc1ccccc1N=c1oc2cc(O)ccc2cc1C(=O)NCC1CCCO1 (stereo not given) | 3 | 5 | 0.89 | 5 | -9 | 0.94 | 12 | 6

Molecules shown so far that contain a cyano group, in the order listed:
structure | ATG4B inh | APOBEC3A inh | mIAP activ | HKDC1 inh | PfGluPho inh | hIAP activ | mIAP inh | hIAP block
Cc1ccc(C2OC3=C(C(=O)CC(C)(C)C3)C(N)=C2C#N)o1 (stereo not given) | -4 | 5 | 1 | -1 | 10 | 1.1 | 0 | -5
COC(=O)/C(C#N)=C/N(C)C | 3 | 1 | 0.94 | 3 | -1 | 0.92 | 6 | 8

Retrieved one by one from the entries so far (four):
structure | ATG4B inh | APOBEC3A inh | mIAP activ | HKDC1 inh | PfGluPho inh | hIAP activ | mIAP inh | hIAP block
CCC(=O)NC(=S)NNC(=O)COc1ccc(Br)cc1 | -16 | -4 | 0.88 | -12 | -3 | 1.1 | 12 | -6
CCn1c(SCC(=O)Nc2ncc(C(F)(F)F)cc2Cl)nnc1-c1ccccc1 | -6 | -5 | 0.99 | -7 | 3 | 1.1 | 0 | -10
CCOC(=O)c1cnc(SCC(=O)Nc2ccc(N3CCOCC3)c(Cl)c2)nc1N | -7 | 2 | 0.99 | -3 | 5 | 1 | 1 | -2
O=C(CCNS(=O)(=O)c1ccc(Cl)cc1)N1CCCCCC1 | -8 | -5 | 1 | -6 | 10 | 1.2 | -3 | -18

Screening results deposited in PubChem BioAssay by Sanford-Burnham Center for Chemical Genomics.
